mIAP act: increases mouse intestinal alkaline phosphatase activity | muIAP, CDP-Star luminescence, 30 min; stronger effect = higher value; 1 = vehicle-only enzyme signal, 0 = enzyme-free wells | activation factor at 10 µM | actives 0.24% (n = 330,000);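 active = activation factor of at least 2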; also: the source names both 10 and 20 µM as test concentration; values of inactives mirror those of a sister screen read the other way
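System: Mouse IAP enzyme | Also added: CDP-Star substrate | Dosing: Compounds dispensed in DMSO | Schedule: 30 min enzyme-substrate-compound incubation at room temperature | Technique: Chemiluminescence readout | Control set: DMSO-only wells and no-enzyme negative control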
APOBEC3A inh: inhibitors of human APOBEC3A DNA deaminase; AID 493011; inhibition, % at 20 µM; recombinant A3A, FAM/TAMRA ssDNA deamination fluorescence; actives 0.41% (n = 330,000); P31941;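 active = at least 40% inhibition at 20 µM here, with at most 30% in a related deaminase screen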;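 also: plate controls were A3A with DMSO for no effect and wells lacking A3A enzyme for full effect; some results filed as inactive read as strong as hits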
hIAP inh: human IAP inhibition | P09923 | purified IAP, CDP-Star luminescence, 30 min | inhibition, % at 10 µM | actives 0.12% (n = 330,000) | AID 2544;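 active = inhibition reaching a set limit with compound at 10 µM in the primary screen, cut at about 35% in these data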;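 also: plate controls were DMSO wells with enzyme for no effect and no-enzyme buffer wells for full effect; values of inactives mirror those of a sister screen read the other way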
Target sequence (P09923 whole entry, looked up): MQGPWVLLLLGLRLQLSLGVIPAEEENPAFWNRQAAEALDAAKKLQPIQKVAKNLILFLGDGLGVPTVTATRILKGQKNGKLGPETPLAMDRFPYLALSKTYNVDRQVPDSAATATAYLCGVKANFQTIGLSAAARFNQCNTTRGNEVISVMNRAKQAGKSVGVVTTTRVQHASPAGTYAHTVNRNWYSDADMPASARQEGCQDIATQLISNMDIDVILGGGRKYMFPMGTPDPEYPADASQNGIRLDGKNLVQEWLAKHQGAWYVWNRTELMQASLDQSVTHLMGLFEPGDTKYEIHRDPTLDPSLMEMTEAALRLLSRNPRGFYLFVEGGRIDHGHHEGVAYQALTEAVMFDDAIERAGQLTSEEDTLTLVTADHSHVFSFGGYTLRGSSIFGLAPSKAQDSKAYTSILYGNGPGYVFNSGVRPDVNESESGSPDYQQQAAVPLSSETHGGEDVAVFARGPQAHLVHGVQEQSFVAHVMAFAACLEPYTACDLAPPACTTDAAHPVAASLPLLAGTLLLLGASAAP
ATG4B inhibitor: ATG4B (human) cysteine protease inhibition; Q9Y4P1; ATG4B cleavage of LC3-PLA2, NBD-HPC fluorescence, 1 h; inhibition, % at 8.33 µM; actives 0.51% (n = 340,000); AID 504462; in the data active = inhibition above about 40%
Target sequence (Q9Y4P1 whole entry, looked up): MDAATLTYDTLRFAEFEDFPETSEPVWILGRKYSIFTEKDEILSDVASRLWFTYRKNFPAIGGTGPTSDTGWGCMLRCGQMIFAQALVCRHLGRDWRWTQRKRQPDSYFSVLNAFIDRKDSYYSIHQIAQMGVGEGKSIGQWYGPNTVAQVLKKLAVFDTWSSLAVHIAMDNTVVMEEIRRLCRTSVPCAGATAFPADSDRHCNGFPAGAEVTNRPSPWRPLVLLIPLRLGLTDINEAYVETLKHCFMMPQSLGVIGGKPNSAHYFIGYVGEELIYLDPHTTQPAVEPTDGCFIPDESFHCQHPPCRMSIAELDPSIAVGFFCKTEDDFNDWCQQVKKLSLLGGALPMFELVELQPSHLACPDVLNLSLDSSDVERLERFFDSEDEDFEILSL
PfG6PD inh: PfG6PD (Plasmodium falciparum) enzyme inhibition. AID 504690. PfGluPho enzyme, NADPH resazurin-diaphorase fluorescence. actives 0.78% (n = 350,000). inhibition, % at 20 µM;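 active = inhibition reaching at least a set limit at 20 µM in the primary screen, cut at about 59% in these data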;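 also: 0% = DMSO wells with substrate and 100% = DMSO wells lacking glucose-6-phosphate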
HKDC1 inh: blocks human hexokinase HKDC1 activity. actives 0.16% (n = 340,000). recombinant HKDC1, G6PDH/diaphorase resazurin coupled fluorescence. Q2TB90. inhibition, % at 20 µM;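 active = inhibition above about 35% when tested at 20 µM, limit read from the data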;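 also: plate controls were DMSO wells with enzyme for no effect and DMSO wells lacking enzyme for full effect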
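Assay system: recombinant HKDC1 hexokinase; detection: coupled resazurin fluorescence, excitation 525 nm, emission 613 nm; benchmarks: DMSO-plus-enzyme-mix negative control, buffer-substituted positive control; compound dosing: single 20 µM dose; schedule: 90 min at room temperature in dark; also added: glucose plus 1 mM ATP as hexokinase substrates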
hIAP activ: increases human intestinal alkaline phosphatase activity; activation factor at 10 µM; actives 0.16% (n = 330,000); AID 2524; P09923; purified human IAP, CDP-Star luminescence, 30 min; stronger effect = higher value; 1 = vehicle-only enzyme, 0 = enzyme-free background;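 active = activation factor of the enzyme at least 2-fold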; also: the source names both 10 and 20 µM as test concentration; values of inactives mirror those of a sister screen read the other way
mIAP inh: blocks mouse intestinal alkaline phosphatase | inhibition, % at 10 µM | purified mouse IAP, CDP-Star luminescence, 30 min | actives 0.2% (n = 330,000) | AID 2806;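 active = inhibition of at least 40% at 10 µM in the primary screen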;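 also: plate controls were DMSO with enzyme for no effect and no enzyme wells for full effect; values of inactives mirror those of a sister screen read the other way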
The depositor's hits bear a star.

SMILES | mIAP act | APOBEC3A inh | hIAP inh | ATG4B inhibitor | PfG6PD inh | HKDC1 inh | hIAP activ | mIAP inh
O=C(NCCCn1ccnc1)/C(=C/c1ccc(Cl)cc1)NC(=O)c1ccccc1 | 0.95 | -1 | -8 | -4 | -8 | -4 | 1.1 | 5
O=C(c1cccs1)N1CCc2ccccc21 | 1.1 | 2 | -119 | 11 | 8 | 1 | 2.2* | -6
O=C(NCCCn1ccnc1)/C(=C\c1cccs1)NC(=O)c1ccco1 | 1 | 1 | 8 | 0 | -1 | -8 | 0.92 | -3
CCOc1ccc(-c2nnc3ccc(SCC(=O)Nc4nc5ccc(C)cc5s4)nn23)cc1 | 1 | -6 | -7 | -34 | 8 | -8 | 1.1 | 0
CN(C)Cc1cc2ccccc2c2c1COC2 | 0.97 | 3 | 9 | 9 | 7 | 0 | 0.91 | 3
CCOCCCn1c(=S)[nH]c2cc(C(=O)NCCCN(CC)CC)ccc2c1=O | 0.95 | 3 | -8 | 1 | 9 | -5 | 1.1 | 5
CC1(C)CC2CC(C)(CN2C(=O)COC(=O)c2cccc(O)c2)C1 (stereo not given) | 0.97 | 5 | -6 | -4 | 0 | 0 | 1.1 | 3
COc1ccc(C(=O)N/C(=C\c2cccc3ccccc23)C(=O)N2CCN(C)CC2)cc1 | 1.1 | -5 | -3 | -2 | 1 | -6 | 1 | -11
Cc1nc2ncnn2c(C)c1CCC(=O)Nc1ccc(S(=O)(=O)N2CCCCCC2)cc1 | 0.93 | -2 | 12 | -4 | -3 | -4 | 0.88 | 7
O=C1CCCC2=C1C(c1ccccc1)C1C(=O)c3ccccc3C1=N2 (stereo not given) | 0.85 | 1 | 2 | -1 | 30 | -4 | 0.98 | 15
CCOC(=O)c1[nH]c2ccc(OC)cc2c1C | 0.98 | 4 | -9 | 1 | 5 | -3 | 1.1 | 2
O=C(CSc1ccc(-c2ccccn2)nn1)NC1CCCC1 | 1 | 1 | 2 | -14 | 13 | -7 | 0.98 | 0
Cc1cc(C)cc(OCC(=O)N/N=C\c2cn(C)nc2C)c1 | 1 | 2 | -10 | -9 | -6 | -8 | 1.1 | -3
Cc1nn(CC(O)COc2ccc3c(c2)CCC3)c(C)c1C (stereo not given) | 0.95 | -5 | -27 | -6 | 10 | -2 | 1.3 | 5
CC(C)Oc1ccc(CN2CCC(n3nccc3NC(=O)c3cccnc3)CC2)cc1 | 1.1 | 1 | -12 | 30 | -16 | -6 | 1.1 | -6
CC1(C(=O)O)CCC(C(=O)N2CCCCC2)C1(C)C (stereo not given) | 1.1 | -3 | 10 | 2 | -15 | -3 | 0.9 | -6
Cc1cccc(C(=O)OCC(=O)N(CC(C)C)c2c(N)n(Cc3ccccc3)c(=O)[nH]c2=O)c1C | 0.99 | 1 | -21 | -3 | -13 | -6 | 1.2 | 1
O=C(NCc1ccco1)C1CCN(C(=O)c2cc3sccc3n2Cc2ccc(F)cc2)CC1 | 1.2 | -3 | -21 | -18 | 3 | -7 | 1.2 | -19
C#CCOC(=O)/C(=C/c1ccc(F)cc1)NC(C)=O | 1 | 0 | 1 | -8 | -5 | -6 | 0.99 | -2
CN(C)c1ccc(NC(=O)C2CCCN(S(=O)(=O)c3ccccc3)C2)cc1 (stereo not given) | 1.1 | -8 | -6 | 0 | 5 | -2 | 1.1 | -14
O=C(NCc1ccccc1)c1ccc2nnsc2c1 | 1 | -1 | -8 | 7 | -10 | -3 | 1.1 | -5
O=[N+]([O-])c1ccc(S(=O)(=O)Nc2nc(-c3ccccc3)cs2)cc1 | 0.92 | -1 | 0 | 4 | 28 | -1 | 1 | 8
CSCCC(NS(=O)(=O)c1ccccc1)C(=O)OC(C)C(=O)Nc1ccc(Cl)cn1 (stereo not given) | 0.98 | 0 | -2 | -39 | -5 | -7 | 1 | 2
NC(=O)C1CCN(C(=O)CC(c2ccccc2)c2ccccc2)CC1 | 1.1 | -2 | -27 | -3 | 8 | -5 | 1.3 | -7
CCOc1ccccc1C(=O)Nc1cc(C(=O)NCCc2ccccc2)ccc1Cl | 0.99 | -1 | 5 | 10 | -11 | -7 | 0.95 | 1

Profiles, looked up by structure. Order of screens: mIAP act	APOBEC3A inh	hIAP inh	ATG4B inhibitor	PfG6PD inh	HKDC1 inh	hIAP activ	mIAP inh
O=C(NCCCn1ccnc1)/C(=C/c1ccc(Cl)cc1)NC(=O)c1ccccc1 reads 0.95	-1	-8	-4	-8	-4	1.1	5
CN(C)Cc1cc2ccccc2c2c1COC2 reads 0.97	3	9	9	7	0	0.91	3

The results go on:
SMILES | mIAP act | APOBEC3A inh | hIAP inh | ATG4B inhibitor | PfG6PD inh | HKDC1 inh | hIAP activ | mIAP inh
Cc1ccc(NC(=O)CS(=O)CC(=O)NCCCN(C)c2ccccc2)cc1 (stereo not given) | 0.99 | -5 | 9 | -1 | -4 | -10 | 0.91 | 1
O=c1oc2ccc3ccccc3c2c2c1SC(C(F)(F)F)C2 (stereo not given) | 0.89 | -4 | 1 | 3 | -7 | 4 | 0.99 | 12
O=S(=O)(NCC(c1cccs1)N1CCc2ccccc2C1)c1ccccc1 (stereo not given) | 1.1 | -4 | -16 | 3 | 18 | -3 | 1.2 | -9
CCc1nnc(NC(=O)CSc2nc3c(cc2C#N)CCC3)s1 | 1 | 3 | -5 | 3 | -20 | 3 | 1 | -1
CC(C)(C)c1cc(C(=O)NNc2cc(C(F)(F)F)ccc2Cl)n(Cc2ccccc2)n1 | 1.1 | -5 | 1 | 43* | 31 | 3 | 0.99 | -9
CCN(CC)CCSc1nc(O)c(-c2ccccc2)c(=O)n1-c1ccccc1 | 1.1 | 1 | 1 | -1 | -10 | 3 | 0.99 | -8
Cc1nc(C)c(C(=O)OCC(=O)Nc2ccccc2)s1 | 1.1 | 0 | 3 | -1 | 5 | -4 | 0.97 | -6
COc1ccc(C(=O)Nc2nc3c(s2)Cc2cc(OC)ccc2-3)cc1 | 0.87 | -18 | 8 | 4 | 33 | 0 | 0.92 | 13
CCCN(CC(=O)Nc1ccc(C(N)=O)cc1)CC(=O)Nc1ccc(Cl)cc1Cl | 1.2 | 1 | -21 | -5 | 1 | -13 | 1.2 | -17
CC1CCCCN1C(=O)Cn1c(=O)oc2cc(S(=O)(=O)N3CCCC3)ccc21 (stereo not given) | 1.1 | 1 | 8 | 2 | -16 | 1 | 0.92 | -14
Cn1c(=O)c2c(nc(CN3CCN(c4ccccc4)CC3)n2CCc2ccccc2)n(C)c1=O | 1 | -3 | 13 | -1 | -7 | 6 | 0.87 | -2
CCOC(=O)Cn1c(SC)nc2sc3c(c2c1=O)CC(C)(C)OC3 | 1 | 1 | 11 | -4 | -6 | 3 | 0.89 | -1
O=C(NCc1ccc2c(c1)OCO2)C1CCCN(S(=O)(=O)c2cccs2)C1 (stereo not given) | 0.99 | -3 | 18 | -2 | -18 | -2 | 0.82 | 1
O=C(Nc1ccc2ncccc2c1)c1ccccc1Cl | 0.86 | 46* | -19 | 2 | -18 | -3 | 1.2 | 14
CN1C(=O)[C@H]2[C@@H](C3CC3)N3C(=O)CN(Cc4ccccn4)C(=O)[C@@]3(Cc3ccccc3)[C@H]2C1=O | 0.96 | -4 | 18 | 4 | -2 | 4 | 0.82 | 4
COc1ccc(-c2noc(CCC(=O)NCC3CCCO3)n2)cc1 (stereo not given) | 1 | -2 | -29 | 0 | 2 | -1 | 1.3 | -4
CCC(CO)Oc1cc(NCc2cccc(C)c2)c2ncn(C(C)C)c2c1 (stereo not given) | 1.1 | 2 | -1 | -3 | 14 | 16 | 1 | -13
CCOC(=O)NC(=O)/C(C#N)=N/Nc1ccc(F)cc1 | 1.1 | 4 | 10 | 2 | -13 | 2 | 0.9 | -5
Cc1ccccc1CS(=O)(=O)Cc1ccc(C(=O)NCc2ccco2)o1 | 1 | 2 | 4 | 1 | 15 | -13 | 0.96 | -1
CC(CCOC1=NS(=O)(=O)c2ccccc21)NC(=O)C(=O)Nc1ccccc1 (stereo not given) | 1.1 | -2 | 1 | -10 | 5 | -4 | 0.99 | -9
Nc1nnc(SCC(=O)Nc2cc(C(F)(F)F)ccc2N2CCOCC2)s1 | 0.99 | -2 | 7 | 1 | 8 | -5 | 0.93 | 0
O=S(=O)(Cc1ccccc1)N1CCC(N2CCN(c3ccccc3)CC2)CC1 | 1 | 0 | 5 | -17 | -2 | -7 | 0.95 | -1
CCCCN1C(=O)NC(NC(C)=O)(C(F)(F)F)C1=O (stereo not given) | 0.96 | 0 | -7 | -6 | -6 | 0 | 1.1 | 4
COc1ccc(S(=O)(=O)Nc2ccc3c(c2)C(=O)N([C@@H](C)CO)C[C@H](C)[C@H](CN(C)CC2CC2)O3)cc1 | 1.1 | -3 | 6 | -14 | 7 | 4 | 0.94 | -10
C/C(CC(=O)Nc1ccc(Cl)c(C(F)(F)F)c1)=N\NC(=O)c1cc2ccccc2cc1O | 0.85 | 1 | -2 | 12 | -17 | -2 | 1 | 15

Part of the list above in order of molar mass, smallest number first:
SMILES | mIAP act | APOBEC3A inh | hIAP inh | ATG4B inhibitor | PfG6PD inh | HKDC1 inh | hIAP activ | mIAP inh
CCOC(=O)NC(=O)/C(C#N)=N/Nc1ccc(F)cc1 | 1.1 | 4 | 10 | 2 | -13 | 2 | 0.9 | -5
CC1CCCCN1C(=O)Cn1c(=O)oc2cc(S(=O)(=O)N3CCCC3)ccc21 (stereo not given) | 1.1 | 1 | 8 | 2 | -16 | 1 | 0.92 | -14
Nc1nnc(SCC(=O)Nc2cc(C(F)(F)F)ccc2N2CCOCC2)s1 | 0.99 | -2 | 7 | 1 | 8 | -5 | 0.93 | 0

Carrying on:
SMILES | mIAP act | APOBEC3A inh | hIAP inh | ATG4B inhibitor | PfG6PD inh | HKDC1 inh | hIAP activ | mIAP inh
Cc1ccc(S(=O)(=O)N(C)c2cc(S(=O)(=O)N3CCC(C)CC3)c(C)cc2C)cc1 | 0.94 | 0 | -17 | 13 | 13 | 1 | 1.2 | 6
C=CCC[C@@H](Cc1ccc(F)cc1)C(=O)O[C@H](CNC(=O)[C@@H](CC=C)CC(=O)N[C@H](CO)Cc1ccccc1)c1ccccc1 | 1.1 | -3 | -23 | -4 | -23 | -1 | 1.2 | -13
Cc1ccc2nc(-c3ccccc3)c(NC(=O)c3ccco3)n2c1 | 0.88 | -18 | 1 | -3 | 20 | -9 | 0.99 | 12
N#Cc1cnn2c(-c3cccc([N+](=O)[O-])c3)ccnc12 | 0.95 | 2 | 10 | -4 | 3 | -1 | 0.9 | 5
CC(=O)c1ccc(NC(=O)CN2C(=O)CCC2=O)cc1 | 0.98 | -3 | 11 | 7 | 6 | -10 | 0.89 | 2
O=C(COC(=O)c1ccc(S(=O)(=O)Nc2ccccc2)cc1)NCCN1C(=O)CSC1=O | 0.99 | 1 | -8 | -3 | -2 | -5 | 1.1 | 1
O=C(NCc1nnc(SCC(=O)N2CCCC2)o1)c1cccc(C(F)(F)F)c1 | 1 | 0 | -20 | -6 | 3 | -6 | 1.2 | -4
Cc1c(NC(=O)COc2ccc(C(C)C)cc2)c(=O)n(-c2ccccc2)n1C | 1 | 0 | -4 | -1 | 15 | -4 | 1 | 0
Cc1nnc(SCc2cc([N+](=O)[O-])cc3c2OCOC3)n(N)c1=O | 1 | 1 | -10 | -5 | 18 | -3 | 1.1 | -1
CC(=O)NC1=NN(C(C)=O)C(C)(c2cccnc2)S1 (stereo not given) | 1 | 2 | -23 | 0 | 0 | -5 | 1.2 | 0
Cc1c(NC(=O)CSC2=C(C#N)C(c3ccccc3F)CC(=O)N2)c(=O)n(-c2ccccc2)n1C (stereo not given) | 1.1 | 2 | -9 | -8 | 6 | -6 | 1.1 | -11
CCN(CC)CCN(Cc1cc2cc3c(cc2[nH]c1=O)OCO3)C(=S)NCCOC | 1.1 | -11 | -2 | -10 | -4 | -2 | 1 | -9
